MCF10A rereplic – DNA re-replication induction in MCF 10a cells; AID 624296; 2.9% of 350,000 active; MCF 10A DNA re-replication, Hoechst nuclear intensity, 48 h; Potency, µM (series often up to 46.1 µM), without a hit: at the highest dose activity, positive = re-replication, hits mostly activators; further: potency means the concentration at half of the fitted maximal effect; % of control where 0% means no effect; nearly all actives have a fitted effect of over 50% in size
HT1080-NT tox – kills 2HG-producing HT-1080-NT fibrosarcoma cells. HT-1080-NT fibrosarcoma viability, CellTiter-Glo ATP luminescence, 48 h. Potency, µM (titrated, usually from 46.1 µM), for the others: top-dose activity, negative = less viability, most hits filed as cytotoxic. 1.6% of 360,000 active;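 further: NT is the 2HG producing partner of a matched IDH1 knockdown line; potency means the concentration at half of the fitted maximal effect; 0% = DMSO-treated cells and -100% = media-only wells without cells; nearly all actives have a fitted effect of over 55% in size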
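HT-1080-NT; 750 cells/well; 5% FBS RPMI; 48 h compound, 37 degrees C; CellTiter-Glo luminescence; curve fitting and curve-class assignment.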
KB-3-1 cytotox – KB-3-1 parental cell cytotoxicity; KB-3-1 viability, CellTiter-Glo ATP luminescence, 72 h; Potency, µM (doses to about 46.1 µM), inactives show at the top dose activity change, negative = cytotoxic, actives largely listed as cytotoxic; 1.4% of 400,000 active; AID 1347075; further: potency means the concentration at half of the fitted maximal effect; on the % scale 0 is the no-effect control and ±100 the full control effect; nearly all actives have a fitted effect of over 60% in size
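Viability of parental KB-3-1 cells, measured by CellTiter-Glo luminescence, followed a 72 h incubation at 37 °C with pinned compounds in phenol-red-free DMEM containing 10% FBS.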
S2 tox – cell viability loss in ATXN counter-screen. S2 cells (HEK-293 line with an ATXN2-luciferase reporter) viability, CellTiter-Fluor protease fluorescence, 24 h. Potency, µM (doses to about 56.7 µM), usual class: cytotoxic. 0.49% of 400,000 active; further: potency means the concentration at half of the fitted maximal effect; nearly all actives have a fitted effect of over 40% in size
HT1080 IDH1KD tx – HT-1080 IDH1 knockdown cell toxicity (counter line); HT-1080 IDH1 knockdown viability, ATP luminescence, 48 h; AID 686971; 2% of 360,000 active; Potency, µM (top dose mostly 46.1 µM), inactives show at the top dose activity, negative = toxicity, usual class: cytotoxic;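 further: potency means the concentration at half of the fitted maximal effect; 0% = DMSO wells and -100% = cell-free medium wells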
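IDH1KD HT-1080 cells, 750/well, RPMI + 5% FBS; compound pinned after 2 h settling; 48 h, 37 °C; CellTiter-Glo luminescence; % activity normalised to DMSO and no-cell wells; curves fitted, classed by r2 and efficacy.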
ATXN2 expr inh – ATXN2 expression inhibition; 0.72% of 360,000 active; AID 1745845; HEK-293 ATXN2-luciferase reporter, luminescence, 24 h; Potency, µM (doses to about 57 µM), inactives show at the highest dose activity change, negative = inhibition, usual class: inhibitors; further: potency means the concentration at half of the fitted maximal effect; on the % scale 0 is the no-effect control and ±100 the full control effect; nearly all actives have a fitted effect of over 55% in size
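ATXN2-luciferase reporter cells (luciferase flanked by upstream and downstream ATXN2 gene portions) were treated 24 h at 37 °C with compounds at up to 57 uM. SteadyGlo luminescence gave expression; GF-AFC fluorescence gave viability.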
SW480 rereplic – DNA re-replication induction in SW480 cells. SW480 DNA re-replication, Hoechst DNA content imaging, 48 h. Potency, µM (series often up to 46.1 µM), without a hit: at the top dose re-replication activation, hits mostly activators. 1.8% of 340,000 active; further: potency means the concentration at half of the fitted maximal effect; % of control where 0% means no effect; nearly all actives have a fitted effect of over 55% in size
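SW480 cells exposed to compounds for 48 hr at 37 C, 5% CO2, then Hoechst-stained 40 min. Nuclear DNA content imaged by fluorescence scanning (405 nm excitation, 500-530 nm emission); re-replication scored as increased high-intensity nuclei.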
KB-V1 MDR tox – KB-V1 MDR subline cytotoxicity; KB-V1 MDR cells viability, CellTiter-Glo, 72 h; Potency, µM (highest dose often 46.1 µM), inactives show at the top dose activity change, negative = cytotoxicity, most hits filed as cytotoxic; 3.4% of 400,000 active; further: potency means the concentration at half of the fitted maximal effect; on the % scale 0 is the no-effect control and ±100 the full control effect; nearly all actives have a fitted effect of over 60% in size
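Cells of the MDR subline KB-V1 are plated, dosed with compound at multiple concentrations, and incubated 72 h at 37 degrees C; CellTiter-Glo is then added and luminescence read after 10 min.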
IL-1B inflam inh – inhibitors of inflammasome signaling (IL-1 beta secretion). THP-1 LPS/ATP IL-1B secretion, AlphaLISA, 16 h; stronger effect = lower value. activity change, % at 57.5 µM. 4.7% of 360,000 active. AID 743279; in the data active means activity change below about -50%; inconclusive means mostly about -30% to -49%; further: on the % scale 0 is the no-effect control and ±100 the full control effect
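Secreted IL-1B measured by AlphaLISA bead assay after 16 h compound exposure of THP-1 cells; compounds (final up to 57.5 uM) added 1 h before LPS (250 ng/mL) and ATP (1.25 mM) stimulation; lower signal means less secretion.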
Active calls of the source: *; i = inactive; ? = inconclusive; . = no result given; & = joins results of further samples; ! = not confirmed by another sample; [ ] = dose if it differs, or a comment. Unless noted, the call rests on the fitted dose curve; in most records, active means well fitted curve in the direction sought with a large enough effect; inconclusive means small, poorly fitted or top-dose-only effect, or another doubt; inactive means no such curve, though single readings can be large; an effect the other way counts as inactive or inconclusive.

SMILES	MCF10A rereplic	HT1080-NT tox	KB-3-1 cytotox	S2 tox	HT1080 IDH1KD tx	ATXN2 expr inh	SW480 rereplic	KB-V1 MDR tox	IL-1B inflam inh
CC(=O)c1cccc(NC(=O)C(OC(=O)c2ccccc2NS(=O)(=O)c2cccs2)c2ccccc2)c1 (centres undefined)	-6%	4%	2%	?	-13%	-8%	-3%	11%	14
CSCc1c(C(=O)Nc2ccccc2N2CCOCC2)oc2ccccc12	14%	21%	1%	i	4%	-20%	?	-3%	29
O=C1NC(=O)C2(CCCCC2C2CCCCC2)N1 (centres undefined)	-3%	5%	-17%	i	16%	0%	1%	1%	-1
Clc1ccc(-c2csc(Nc3cccnc3)n2)cc1	6%	?	?	i	10%	13%	-9%	?	-80*
CC(=O)Nc1ccc(S(=O)(=O)Nc2cccc(C(=O)NC(C)(C)C)c2)cc1	2%	1%	3%	i	1%	-4%	1%	?	12
CCNC(=O)Cn1cnc2c1c(=O)n(C)c(=O)n2C	10%	-2%	3%	i	-1%	-11%	-6%	?	7
COc1ccc(OC)c(NC(=O)c2[nH]c(C)c(C(C)=O)c2C)c1	24%	-4%	27%	i	-4%	46%[activator]	-12%	16µM*	70
CCc1[nH]nc2c1C1(CCN(C(=O)c3ccccc3)CC1)C(C#N)=C(N)O2	-6%	-6%	8%	i	28%	-7%	11%	5%	-12
COc1ccc(S(=O)Cc2ccc(C(=O)N3CCN(C(=O)c4ccco4)CC3)o2)cc1 (centres undefined)	-1%	-2%	21%	i	5%	2%	?	?	3
COC(=O)C1=NN(N=O)C2(CC(=O)N(c3cc(C)cc(C)c3)C2=O)C1 (centres undefined)	6%	-4%	4%	.	2%	.	-2%	0%	?
Cc1ccc(CN(Cc2ccco2)C(=S)NCC(=O)O)cc1	7%	0%	7%	i	0%	-14%	0%	8%	10
CN=C(C)C1=C(O)C(C(=O)OC)C(C)(C)CC1=O (centres undefined)	-3%	18%	11%	i	15%	8%	-7%	?	8
O=C(NCCCN1CCOCC1)c1ccc(CNS(=O)(=O)c2ccc(F)cc2)cc1	16%	3%	7%	i	2%	-1%	-7%	13%	9
Cc1ccccc1N1CCN(S(=O)(=O)c2ccccc2)CC1	1%	1%	?	i	-5%	-2%&8%	0%	21µM*!	-10
CCCCNC(=S)Nc1ccc2[nH]c(=O)[nH]c2c1	-1%	3%	17%	i	7%	-9%	-3%	5%	4
COc1ccc(NC(=O)CCNS(=O)(=O)c2cccc3nsnc23)cc1	8%	18%	21%&1%	i	12%	3%&11%	-25%	26%&9%	2
COc1ccc(C2C(C(=O)c3ccccc3)=C(C)Nc3nc4ccccc4n32)cc1OC (centres undefined)	4%	-4%	-26%	i	1%	6%	1%	-1%	0
CC(=O)N(C)c1ccc(N=Nc2c(C)[nH]n(C(N)=S)c2=O)cc1	0%	16%	4%	i	18%	-3%	-1%	-12%	-26
O=S(=O)(NC1CCCCC1)c1ccc(F)c2ccccc12	?	4%[9.24 µM]	-6%	i	?	12%	3%	?	-2
CN(Cc1nc2c(s1)CCCC2)C(=O)CCc1nnc(-c2ccc3c(c2)OCO3)o1	-4%	-13%	22%	i	-12%	4%	5%	-20%	9

Pulled one by one from the entries so far, three records:
SMILES	MCF10A rereplic	HT1080-NT tox	KB-3-1 cytotox	S2 tox	HT1080 IDH1KD tx	ATXN2 expr inh	SW480 rereplic	KB-V1 MDR tox	IL-1B inflam inh
Cc1ccc(CN(Cc2ccco2)C(=S)NCC(=O)O)cc1	7%	0%	7%	i	0%	-14%	0%	8%	10
Cc1ccccc1N1CCN(S(=O)(=O)c2ccccc2)CC1	1%	1%	?	i	-5%	-2%&8%	0%	21µM*!	-10
CC(=O)N(C)c1ccc(N=Nc2c(C)[nH]n(C(N)=S)c2=O)cc1	0%	16%	4%	i	18%	-3%	-1%	-12%	-26

Later entries.
SMILES	MCF10A rereplic	HT1080-NT tox	KB-3-1 cytotox	S2 tox	HT1080 IDH1KD tx	ATXN2 expr inh	SW480 rereplic	KB-V1 MDR tox	IL-1B inflam inh
CC(=O)Oc1ccc(C#C/C=C2\c3ccccc3C(=O)N2c2ccccc2)cc1	?	-22%	?	?	-29%	?	?	-11%	-100*
Cc1cc(C)c2nc(N3CCCC(C(=O)N4CCC(C(N)=O)CC4)C3)sc2c1 (centres undefined)	-1%	?	0%	i	?	19%	-6%	17%	-3
CCOc1cc2[nH]c(=S)n(CCCN(CC)CC)c(=O)c2cc1OCC	27%	2%	0%	i	2%	0%	-2%	-14%	-12
Cn1c(OCC2CCCO2)nc2cc(-c3ccccc3)sc2c1=O (centres undefined)	.	-2%	0%	i	-3%	?	.	-2%	91
COc1ccccc1NC(=O)N1c2ccccc2NC(=O)CC1C (centres undefined)	-5%	0%	4%	i	0%	5%	0%[9.22 µM]	-5%	27
COc1ccc(/C(N)=N/OC(=O)CCc2ccccc2)cc1	7%	?	7%	i	13%	14%[11.3 µM]	-11%	6%	-5
O=C(Nc1nc(-c2ccc(Cl)cc2Cl)cs1)C1CCCO1 (centres undefined)	1%	3%	5%	i	4%	7%	0%	?	?
CSCCC(NS(=O)(=O)c1cccs1)C(=O)NCc1cccs1 (centres undefined)	0%	5%	-3%	i	19%	7%	-4%	-3%	-10
Cn1c(NC(=O)c2ccccc2)c(-c2cccs2)c(=O)c2ccccc21	16%	1%[9.24 µM]	8%	i	?	7%	-3%	0%	-26
Cc1ccc(Nc2c(-c3ccncc3)nc3ccc(C)cn23)cc1	.	.	-5%	?	.	-5%	.	-9%	.
Cc1ccccc1CN1CCN(Cc2ccccc2C(F)(F)F)CC1	?	6%	4%	i	-27%	-28%	5%	2%	28
O=C(c1ccc2c3c(cccc13)C(=O)N(O)C2=O)N1CCCCC1	?	7%	?	i	4%	-2%	-1%[9.22 µM]	11%	-11
COc1ccccc1CN(C)C(=O)COC(=O)c1ccc(Cl)nc1	-37%[inhibitor]	21%	15%	i	13%	-2%	3%	2%	-8
CCCC1CCC(C2=N/C(=C\c3ccc(OC)c(OC)c3)C(=O)O2)CC1 (centres undefined)	0%	1%	4%	i	1%	-3%	0%	9%	6
COC(=O)c1ccc2[nH]c([C@H](C)O)c([C@H](C)O)c2c1	-13%	-2%	1%	i	10%	0%	-9%	-8%	1
Cc1nnc(C)n1/N=C/c1cc2ccccc2nc1Cl	?	-11%	-4%	i	-6%	-5%	15%	1%	92
COc1ccc(NS(=O)(=O)c2ccc(-c3coc(C)n3)cc2)cc1	2%	?	?	i	-6%	6%	-44%[inhibitor]	?	11
O=C(CC(O)(c1ccccc1)c1ccccc1)Nc1ccccn1	15%	7%	-17%	?	2%	7%	-4%	15µM*	21
Cc1ccc(C(=O)Nc2cccc(-c3nc4ncccc4o3)c2)cc1	?	0%	-2%	i	-2%	-32%	-22%	-7%	9
Fc1ccc(CNCC2CCCO2)cc1 (centres undefined)	6%	1%	-1%	i	2%	-23%	1%	-13%	1

Rewritten as labelled records: two of the compounds above
> COc1ccccc1CN(C)C(=O)COC(=O)c1ccc(Cl)nc1
  MCF10A rereplic: -37%[inhibitor] | HT1080-NT tox: 21% | KB-3-1 cytotox: 15% | S2 tox: i | HT1080 IDH1KD tx: 13% | ATXN2 expr inh: -2% | SW480 rereplic: 3% | KB-V1 MDR tox: 2% | IL-1B inflam inh: -8
> O=C(CC(O)(c1ccccc1)c1ccccc1)Nc1ccccn1
  MCF10A rereplic: 15% | HT1080-NT tox: 7% | KB-3-1 cytotox: -17% | S2 tox: ? | HT1080 IDH1KD tx: 2% | ATXN2 expr inh: 7% | SW480 rereplic: -4% | KB-V1 MDR tox: 15µM* | IL-1B inflam inh: 21

Records above marked active in IL-1B inflam inh:
Structure | SW480 rereplic | IL-1B inflam inh
Clc1ccc(-c2csc(Nc3cccnc3)n2)cc1 | -9% | -80*
CC(=O)Oc1ccc(C#C/C=C2\c3ccccc3C(=O)N2c2ccccc2)cc1 | ? | -100*

Next section:
SMILES	MCF10A rereplic	HT1080-NT tox	KB-3-1 cytotox	S2 tox	HT1080 IDH1KD tx	ATXN2 expr inh	SW480 rereplic	KB-V1 MDR tox	IL-1B inflam inh
CSc1ncc(Sc2ccccc2)c(C(=O)O)n1	1%	10%	10%	?	13%	-1%	-7%	0%	6
CCC/C(=C1/C(=O)CC(C)(C)C(C(=O)OC)C1=O)N1CCCC1 (centres undefined)	3%	13%	10%	i	-1%	-2%	-4%	3%	6
O=C(N1CCOCC1)N1CCN(c2ccccn2)CC1	-6%	6%	5%	i	10%	6%	4%	?	1
COc1ccc(-c2nc3cc(NC(=O)Cc4ccc(OC)c(OC)c4)ccc3o2)cc1	8%	-7%	-6%	i	-11%	-26%	2%	-2%	?
Cc1ccccc1NC(=O)CC(NCc1cccnc1)C(=O)O (centres undefined)	.	.	6%	i	.	12%	.	?	.
Cc1cccc(C)c1OCc1cc(C(=O)N2CCC(c3ccncc3)CC2)no1	11%	?	-5%	i	-19%	-12%	?	-12%	-68*
NC(N)=NS(=O)(=O)c1ccc(NC(=S)NC(=O)c2ccncc2)cc1	-6%	5%	6%	i	-3%	2%	-9%	1%	35
